Assay outcomes (PubChem)
OX1R antagonist = human HCRTR1 antagonism. O43613. CHO/OX1R cells, Fluo-8 calcium fluorescence, orexin A. inhibition, % at 5 µM. actives 0.43% (n = 330,000). AID 434989;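 active = inhibition above its plate's threshold, mean inhibition of all tested compounds on the plate plus 3 SD, cut at about 37% in these data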;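 note: 0% = orexin A challenge wells and 100% = SB-334867-A antagonist wells; not every result past the cut was called active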
Target sequence (O43613 whole entry, looked up): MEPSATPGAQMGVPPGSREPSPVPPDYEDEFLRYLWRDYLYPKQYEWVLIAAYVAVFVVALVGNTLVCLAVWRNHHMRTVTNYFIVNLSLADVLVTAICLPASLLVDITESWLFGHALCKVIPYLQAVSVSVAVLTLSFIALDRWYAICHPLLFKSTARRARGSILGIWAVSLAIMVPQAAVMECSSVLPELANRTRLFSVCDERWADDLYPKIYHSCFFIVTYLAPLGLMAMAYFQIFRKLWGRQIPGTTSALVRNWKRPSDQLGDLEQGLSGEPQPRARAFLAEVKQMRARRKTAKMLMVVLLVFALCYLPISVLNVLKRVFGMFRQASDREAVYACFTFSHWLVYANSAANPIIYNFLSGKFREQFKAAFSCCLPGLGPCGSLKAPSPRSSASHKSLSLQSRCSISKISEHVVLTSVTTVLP
CHT allo act = allosterically activates the human high affinity choline transporter. Q9GZV3. CHT-expressing cells, membrane potential dye, choline EC20; active compounds read high; LV-AA mutant CHT in HEK293 cells. B-score at 10 µM. actives 0.49% (n = 310,000);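 active = initial fluorescence not abnormally high and integrated response B-score, plate-corrected, over 3 SD above library mean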
Target sequence (Q9GZV3 whole entry, looked up): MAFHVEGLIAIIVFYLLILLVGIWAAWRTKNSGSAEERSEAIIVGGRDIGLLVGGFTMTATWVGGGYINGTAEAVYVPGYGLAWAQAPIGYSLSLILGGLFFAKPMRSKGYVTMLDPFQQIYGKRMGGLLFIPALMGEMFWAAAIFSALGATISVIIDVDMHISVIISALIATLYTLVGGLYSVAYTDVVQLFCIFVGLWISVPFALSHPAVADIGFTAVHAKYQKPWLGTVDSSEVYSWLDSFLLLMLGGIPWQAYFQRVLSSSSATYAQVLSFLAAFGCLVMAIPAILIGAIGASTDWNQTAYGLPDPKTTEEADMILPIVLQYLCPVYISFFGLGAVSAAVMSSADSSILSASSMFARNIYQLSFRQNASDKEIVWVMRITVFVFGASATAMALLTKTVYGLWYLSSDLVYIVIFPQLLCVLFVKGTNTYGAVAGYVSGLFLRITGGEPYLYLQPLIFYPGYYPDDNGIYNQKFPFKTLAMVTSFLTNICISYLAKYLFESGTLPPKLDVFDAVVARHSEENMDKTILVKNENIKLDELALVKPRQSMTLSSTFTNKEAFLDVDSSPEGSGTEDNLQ
Starred values were filed as active, the others as inactive; i = inactive; · = no result given; & = joins results of further samples.

mol	OX1R antagonist	CHT allo act
COc1ccc(-c2c(-c3ccccc3OC)oc3ccccc23)cn1	-19.5	·
C/C(=C\c1ccco1)CN1CCN(Cc2ccc(C)o2)C(CCO)C1 (stereo not given)	-22.5	i
Nc1nc(SCC(=O)c2ccc(Oc3ccccc3)cc2)n[nH]1	4.3	i
Cc1ccc(CNC(=O)[C@]2(C)CCC[C@@]3(C)C4CC[C@@]5(C)C[C@]4(CCC32)CC5=O)cc1 (stereo not given in full)	-21.7	·
COc1ccc(NC(=O)COC(=O)CNC(=O)C2CCCCC2)cc1	-6.4	i
O=C(COC(=O)c1ccc(F)cc1)Nc1nc2ccc([N+](=O)[O-])cc2s1	-20.6	i
O=C(Nc1ccc(O)cc1)c1ccc2c(c1)C(=O)N(Cc1cccnc1)C2=O	-4.8	i
COc1ccccc1NC(=O)/C(=C/c1ccncc1)NC(=O)c1ccccc1	-20.1	i
O=C(CC1C(=O)NCCN1Cc1ccc(F)c(F)c1)NCCCn1ccnc1 (stereo not given)	-8.3	i
Cc1c(C(=O)c2ccc(Cl)cc2Cl)cnc2cc3c(cc12)OCO3	-8.2	i
Nc1ccccc1C#CC(=O)c1ccccc1	1.5	i
CCN1C(=O)[C@@H]2[C@@H](c3ccc(-c4ccccc4)cc3)N3CCCC[C@@]3(C(=O)OC)[C@@H]2C1=O	-29.8	i
COc1ccccc1/C=C/C=N/n1c(C2CCCCC2)n[nH]c1=S	-23.8	i
Cc1ccc2c(CN3CCOCC3)cc(=O)oc2c1	-6.7	i
O=C(NCCCN1CCOCC1)C1Cc2c(ccc3ccccc23)O1 (stereo not given)	-9.1	i
O=C(CSc1nc2[nH]ncc2c(=O)n1-c1ccc(Cl)c(Cl)c1)NCc1ccccc1Cl	-15.3	i
CCN1CCN(Cc2ccc(NC(=O)c3ccc(C)c(NC(=O)N4CCNC4=O)c3)cc2C(F)(F)F)CC1	-29.2&-12.7	i
CC(C)N1CCc2c(sc(NC(=O)C3CCCCC3)c2C(N)=O)C1	-16.7	i
CC(=C\c1ccco1)/C=C1/SC(=S)N(CC(=O)O)C1=O	-4.8	i
COc1cc(CC(=O)N/N=C/c2ccc([N+](=O)[O-])cc2)c([N+](=O)[O-])cc1OC	-8.5	i
COc1ccc(OC)c(S(=O)(=O)NC2CCSc3ccccc32)c1 (stereo not given)	-17.6	i
O=C(CNC(=O)c1ccccn1)N=Nc1c(O)[nH]c2ccccc12	5.3	i
O=C(NCCc1c[nH]c2ccccc12)C(=O)Nc1ccccc1	-13.6	i
COC(=O)c1ccc(OCC(=O)NC(C)(C)C)cc1	-5.5	i
COc1ccccc1C(=O)N(Cc1sccc1C)C1CCS(=O)(=O)C1 (stereo not given)	-11.0	i
CC(NC(=O)COC(=O)c1ccc(CO)cc1)C1CC2CCC1C2 (stereo not given)	-8.3	·
CCOC(=O)N1CCN(C(=O)c2cnc(Nc3ccccc3OC)c3ccccc23)CC1	-37.1	i
COc1c(F)c(F)c(C(=O)Nc2ccc(-c3nc4ccccc4[nH]3)cc2)c(F)c1F	-7.9	i
CCOC(=O)c1cccc(OC(=O)CCNC(=O)c2ccc(Cl)cc2)c1	-27.3	·
CCCCOC(=O)c1ccc(NC(=O)CSc2nncn2C)cc1	-17.5	i
COc1ccc(NC(=S)N2CCN(C(=O)C3CCCO3)CC2)c(OC)c1 (stereo not given)	-6.4	i
CC(=O)N1CCc2cc(S(=O)(=O)NC(C(=O)N3CCN(c4ccccc4F)CC3)C(C)C)ccc21 (stereo not given)	-29.5	i
O=[N+]([O-])c1ccc(N2CCN(C(=S)NC3CCCCC3)CC2)cc1	48.8*	i
Oc1ccccc1C1N=C(c2ccccc2)NC(c2ccccc2)=N1	-19.1	i
CCN=C(NCC)SC1CC(=O)N(c2cccc(OCC)c2)C1=O (stereo not given)	-13.5	i
CC1(C(=O)N(CC(=O)NC2CCCC2)Cc2ccco2)CC(=O)N=C2C=CC=CN21 (stereo not given)	-2.3	i
COc1ccc(C(C(=O)NCC2CCCO2)N(Cc2ccco2)C(=O)c2snc(C(N)=O)c2N)cc1OC (stereo not given)	-16.1	i
CCc1nnc(NS(=O)(=O)c2ccc(NC(=O)/C=C/c3ccccc3Cl)cc2)s1	-7.7	i
NS(=O)(=O)c1ccc(CCNC(=O)c2cc(-c3ccco3)nc3ccccc23)cc1	-1.5	·
CC1(C)Cc2noc(N)c2C(C)(C)N1OC(=O)c1ccco1	-11.1	i
Cc1csc(=O)n1CC(=O)OCc1nnc(-c2ccc(Cl)cc2)o1	-22.9	i
Cc1cccc(-n2cnc(C(=O)NNC(=S)Nc3ccc(Cl)cc3)c2)n1	-17.4	i
CCOc1cccc(-c2c(C(=O)N/N=C/c3sccc3C)nnn2-c2nonc2N)c1	-0.8	i
CN(c1cccc(NC(=O)COc2ccccc2)c1)S(C)(=O)=O	-15.3	i
CCCCOc1ccccc1C(=O)N(Cc1ccc(C)o1)C1CCS(=O)(=O)C1 (stereo not given)	8.0	i
CC(C)OCCCNC(=O)c1cccc(NC(=O)c2ccccc2)c1	0.1	i
Cc1cc(C)c(S(=O)(=O)N2CCN=C2c2ccccc2)c(C)c1	-9.9	i
COc1ccc(CCNC(=O)C2CCN(S(=O)(=O)c3ccc(C)cc3)CC2)cc1OC	·	i
COc1ccc(NC(=O)c2cc3ccccc3o2)cc1S(=O)(=O)N1CCCCC1	-17.4	·
O=C(c1cccs1)N1CCC(c2nc3ccccc3s2)CC1	-16.0	i

An excerpt of these results, with values under each structure.
Values run as follows: OX1R antagonist | CHT allo act
CC(=O)N1CCc2cc(S(=O)(=O)NC(C(=O)N3CCN(c4ccccc4F)CC3)C(C)C)ccc21 (stereo not given)
 : -29.5 | i
O=[N+]([O-])c1ccc(N2CCN(C(=S)NC3CCCCC3)CC2)cc1
 : 48.8* | i
Oc1ccccc1C1N=C(c2ccccc2)NC(c2ccccc2)=N1
 : -19.1 | i
CCN=C(NCC)SC1CC(=O)N(c2cccc(OCC)c2)C1=O (stereo not given)
 : -13.5 | i
CC1(C(=O)N(CC(=O)NC2CCCC2)Cc2ccco2)CC(=O)N=C2C=CC=CN21 (stereo not given)
 : -2.3 | i

(more compounds)
mol	OX1R antagonist	CHT allo act
O=C(O)C1CCC(N2C(=O)C3C4CCC(C4)C3C2=O)CC1 (stereo not given)	-7.6	i
COc1cc(OC)cc(-c2nc3ccccc3c(=O)n2OC(=O)c2ccccc2C)c1	-42.7	i
O=C(CCC(=O)c1ccc(F)cc1)NN1C(=O)NC2(CCCCC2)C1=O	-11.7	i
CCCCn1c(N)c(N(CC)C(=O)c2cccc(OCc3ccccc3)c2)c(=O)[nH]c1=O	-37.1	·
O=C(OCCOc1ccccc1)c1n[nH]c2ccccc12	-15.9	i
Cc1c(N/C(=N/S(=O)(=O)c2ccc(Cl)cc2)c2ccccc2)c(=O)n(-c2ccccc2)n1C	-24.3	i
O=P(c1ccccc1)(c1ccccc1)c1nc(-c2ccc(Cl)cc2)oc1N1CCOCC1	-25.1	i
O=C(Cc1ccccc1)Nc1ccc2c(c1)C(=O)N(CC1CCCO1)C2=O (stereo not given)	-17.8	i
COc1ccc(Cl)cc1C(=O)Nc1ccc2c(c1)OCO2	-13.4	i
Cc1ccccc1NC(=O)c1ccc(S(=O)(=O)N(C)C)cc1	-12.7	i
O=S(=O)([O-])CCC[n+]1c(SCCCS(=O)(=O)O)sc2ccc(Cl)cc21	14.7	i
CCOc1cccc(NC(=O)c2cccc(F)c2)c1	-9.9	i
CC1CCCCC12NC(=O)N(CC(=O)c1ccc(Cl)s1)C2=O (stereo not given)	-23.4	i
Cn1c(-c2ccccc2)cnc1NCc1cccc([N+](=O)[O-])c1	-27.0	i
Cc1sc2nc(SCC(=O)N3CCCCC3)[nH]c(=O)c2c1C	-8.6	i
Cc1ccn2c(=O)nc(SCC(=O)NC3CCCCC3)nc2c1	-17.3	i
CC(C)C(c1nnnn1Cc1ccccc1)N1CCC(C(N)=O)CC1 (stereo not given)	-16.9	i
CC(=O)c1c(C)n(-c2cccc(Cl)c2)c2ccc(O)cc12	-18.3	i
COc1ccc([C@H]2/C=C\CN(C(=O)c3ccc(C)cc3)[C@@H](C)C(=O)N2Cc2ccc(F)cc2)cc1	-22.2	i
CC(C)c1c(C(=O)N/N=C/c2ccc(-c3ccccc3)cc2)nnn1-c1nonc1N	-15.0	i
COc1ccc(CN(CC2CCC(C(=O)O)CC2)C(=S)Nc2cc(Cl)ccc2OC)cc1 (stereo not given)	-26.6	i
CC(C)(C)C(CCl)C(=O)NN=C(c1ccccc1)c1ccccc1 (stereo not given)	-3.0	·
O=C(NCc1ccc2c(c1)OCO2)c1ccc(S(=O)(=O)N2CCCCC2)cc1	-9.9	i
CCCSc1nnc(NC(=O)CSc2sc3c(O)cc(=O)[nH]c3c2C#N)s1	4.9	i
COC(=O)c1ccc(CO/N=C/c2ccccc2OC)cc1	-22.7	i
O=C(Nc1ccccc1Sc1ccccc1)c1ccc(F)cc1	-24.0	i
CC(C)c1ccc(/C=C/c2[nH]c(=O)[nH]c(=O)c2[N+](=O)[O-])cc1	-7.6	i
COC(=O)CN1C(=O)C2(C(C#N)=C(N)Oc3n[nH]c(-c4cccs4)c32)c2ccccc21 (stereo not given)	-11.1	i
CC1=NN(c2ccccc2)C(=O)/C1=C/c1c(C)[nH]n(-c2ccc(C)cc2)c1=O	2.4	i
Cc1ccccc1C(=O)Nc1ccc(S(=O)(=O)Nc2onc(C)c2C)cc1	-2.0	i
CCCCNC(=O)c1cc(-c2ccc(F)cc2)on1	-12.3	i
CCN(CCCC(=O)c1ccc(F)cc1)CCc1ccccc1	-28.4	i
CCN(CC)S(=O)(=O)c1ccc(C)c(NC(=O)CSc2nnnn2C)c1	-24.8	·
CCOC(=O)c1cc(CC)sc1NC(=O)c1ccc2c(c1)OCCO2	-36.4	i
COc1cccc(OC)c1OCCN1CCN(C(c2ccccc2)c2ccccc2)CC1	-18.6	i
Cn1nnnc1SCC(=O)N1c2ccccc2Sc2ccccc21	-5.1	i
CCOC(=O)Cc1csc(NC(=O)CSc2nc(=O)[nH]c3c2CCC3)n1	-15.1	i
COc1ccc(NC(=O)C2CCN(c3ncnc4c3nc3n4CCCCC3)CC2)cc1Cl	-29.7	i
Cc1cc(C)n(CC(=O)n2nc(C)cc2C)n1	-16.1	i
Cc1cc[n+](Cc2ccccc2)c(N)c1	-8.8	i
CCn1c(=O)cc(SCC(=O)NCC2CCCO2)c2ccccc21 (stereo not given)	-10.7	i
COc1cccc(NC(=S)N2CCN(c3ccc([N+](=O)[O-])cc3)CC2)c1	-5.7	i
CC(=O)Nc1ccc(-c2nc3ccccc3c(=O)o2)cc1	-9.4	i
CC(C)N(Cc1nnc(-c2ccc(Cl)cc2)o1)C(=O)C1=COCCO1	-18.6	i
C=CCn1c(COc2ccccc2F)nnc1SCCN1C(=O)c2ccccc2C1=O	-24.0	i
CC(=O)Nc1ccc(NC(=O)c2ccc(C)c(S(=O)(=O)Nc3cccc(C)c3)c2)cc1	-13.3	i
Cc1sc2nc(SCCN(C)C)n(-c3ccccc3)c(=O)c2c1-c1ccc(F)cc1	-29.7	i
CC(C)N(C(=O)Cn1cc(SCC(N)=O)c2ccccc21)C(C)C	-15.1	i
O=c1cc(-c2ccccc2Cl)oc2c(NS(=O)(=O)c3cccs3)ccc(O)c12	16.2	i
CCC1=C(OC(=O)N(CC)CC)N2C(=O)OC(=NCCOC)[C@]2(Cc2ccccc2)[C@H]2C1=CC[C@H]1C(=O)N(CC(=O)OC)C(=O)[C@H]12	-28.1	i

Other entries
mol	OX1R antagonist	CHT allo act
CCOC(=O)C1=C(C)NC2=C(C(=O)CC(C)(C)C2)C1c1ccsc1 (stereo not given)	-20.9	i
COc1cc(-c2c(-c3cccc(C)c3)oc3ccccc23)cc(OC)c1OC	-27.8	i
OC(COc1ccccc1Cl)CN1CCN(CC(O)COc2ccccc2Cl)CC1 (stereo not given)	-18.1	i
CCOC(=O)N1CCN(C2=C(NS(=O)(=O)c3ccc(C)cc3)C(=O)c3ccccc3C2=O)CC1	-28.0	i
COc1c(C)cc(Br)cc1C(=O)Nc1ccc(Cc2ccncc2)cc1	31.0	i
CCOC(=O)C1(C)NC(c2ccc(N(C)C)cc2)C2C(=O)N(CC)C(=O)C21 (stereo not given)	-3.9	i
Cn1nc(C(C)(C)C)cc1C(=O)NCc1ccc(N2CCCC2=O)cc1	19.4	i
CCOc1ccc(N2CC(C(=O)Nc3nnc(Cc4ccccc4)s3)CC2=O)cc1 (stereo not given)	-20.1	i
CCCCCCn1c(N2CCN(c3ccccc3)CC2)nc2c1c(=O)n(C)c(=O)n2C	-30.3	i
COc1cc(-c2c(C#N)c(N)nc3c2CCCC3)cc(OC)c1OC	-23.9	i
COCC(=O)Nc1nnc(Cc2ccc(OC)c(OC)c2)s1	-3.7	i
CC(C)(C)n1nnnc1C(c1cccs1)N1CCCc2ccccc21 (stereo not given)	-16.6	i
CCCN(CC(=O)Nc1ccccc1C)C(=O)CCCc1c[nH]c2ccccc12	-19.5	·
COC(=O)c1ccc(NS(=O)(=O)NC(=O)c2cn(C)c3ccccc23)cc1	-9.5	i
CCCc1cc(=O)oc2cc(C)cc(OCC(=O)NCC(O)c3ccccc3)c12 (stereo not given)	-24.6	i
COc1ccc(NC(=O)c2sc3nc(N4CCOCC4)c4c(c3c2N)CC(C(C)C)OC4)c(OC)c1 (stereo not given)	-35.8	i
Clc1ccc(-c2csc(=Nc3cccnc3)n2CCCn2ccnc2)cc1Cl	-31.4	i
COc1cccc(C2CC(c3ccccc3Cl)Nc3nc(N)nn32)c1 (stereo not given)	3.0	i
